High-throughput results deposited in PubChem by National Center for Advancing Translational Sciences (NCATS).
Luc counter – Counterscreen for Luciferase (Kinase-Glo TM) Inhibition; Luciferin 4-monooxygenase (Photuris pensylvanica), Q27757; 200,000 tested, 0.28% active; Kinase-Glo luciferase, ATP luminescence, 8 min; AID 1379, 2008; Potency, µM (highest dose often 38.3 µM), inactives show at the highest dose activity change, negative = inhibition, hits mostly inhibitors; note: potency is the fitted concentration of half-maximal effect; % is set by controls: 0 for no effect and ±100 for the full control effect; nearly all actives have a fitted effect of over 60% in size
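Kinase-Glo luciferase light output from ATP and luciferin was measured with 10 uM ATP, within the enzyme's linear range. Buffer: 50 mM imidazole pH 7.2, 50 mM KCl, 7 mM MgCl2, 0.01% Tween 20, 0.05% BSA; luminescence read after 8 min at ambient temperature.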
CBFb RUNX1 block – qHTS Assay for Compounds Blocking the Interaction Between CBF-beta and RUNX1 for the Treatment of Acute Myeloid Leukemia; Runt-related transcription factor 1 (Homo sapiens) + Core-binding factor subunit beta …; AlphaScreen CBFb-His/RUNX1-biotin binding, biochemical; Potency, µM (series often up to 59.8 µM), inactives show at the top dose activity, negative = inhibition, most hits filed as inhibitors; 230,000 tested, under 10 active; AID 1477, 2009; note: % of control where 0% means no effect
Target sequence (Q01196 whole entry, looked up): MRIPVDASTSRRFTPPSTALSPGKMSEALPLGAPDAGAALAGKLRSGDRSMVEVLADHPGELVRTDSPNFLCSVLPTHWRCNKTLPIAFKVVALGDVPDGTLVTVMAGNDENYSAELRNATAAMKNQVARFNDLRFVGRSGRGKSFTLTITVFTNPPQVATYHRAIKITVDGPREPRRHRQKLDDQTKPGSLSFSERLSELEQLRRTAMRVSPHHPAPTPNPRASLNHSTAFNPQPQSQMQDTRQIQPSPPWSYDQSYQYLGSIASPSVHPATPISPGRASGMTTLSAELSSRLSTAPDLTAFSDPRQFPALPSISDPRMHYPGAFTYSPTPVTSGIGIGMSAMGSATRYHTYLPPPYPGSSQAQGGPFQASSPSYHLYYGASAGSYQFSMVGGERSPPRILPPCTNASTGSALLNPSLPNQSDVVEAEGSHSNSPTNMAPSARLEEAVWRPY
Target sequence (Q13951 whole entry, looked up): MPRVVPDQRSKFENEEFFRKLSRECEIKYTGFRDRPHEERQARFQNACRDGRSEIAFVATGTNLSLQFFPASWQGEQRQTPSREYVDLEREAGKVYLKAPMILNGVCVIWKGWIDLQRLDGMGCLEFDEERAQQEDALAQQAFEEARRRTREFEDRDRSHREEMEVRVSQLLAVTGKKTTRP
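Compounds were screened at multiple concentrations against a preformed CBF-beta(His)/RUNX1(biotin) complex (30 nM of each) for 15 min at room temperature, followed by 90 min with nickel and streptavidin beads and AlphaScreen reading.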
IMPase Li cell – qHTS Assay for Identifying the Cell-Membrane Permeable IMPase Inhibitors: Potentiation with Lithium | 210,000 tested, 0.35% active | Potency, µM (titrated, usually from 59.4 µM), without a hit: at the top dose activity, negative = IMPase inhibition, hits mostly inhibitors | CHO-M1 cells, IP1 TR-FRET (IP-One), carbachol + lithium;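 note: IP1 builds up when IMPase is blocked and the TR-FRET signal falls; potency is the fitted concentration of half-maximal effect; plate controls were basal vehicle for no effect and high inhibitor control for full effect; nearly all actives have a fitted effect of over 50% in size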
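CHO cells stably expressing M1 receptor (2000/well, cultured 16–30 h) treated 30 min at 37C with compound plus low lithium. Cytosolic IP1 by TR-FRET (665/620 ratio and 620 channel) after 10 min lysis; AC50 by Hill fit.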
Epigenetic derep – Quantitative High-Throughput Screen for Regulators of Epigenetic Control; murine LDR cells, GFP reporter derepression, 30 h; Potency, µM (series often up to 53.9 µM), for the others: at the top dose GFP activation, hits mostly activators; 280,000 tested, 0.2% active; AID 1865, 2009; note: potency is the fitted concentration of half-maximal effect; % of control where 0% means no effect; nearly all actives have a fitted effect of over 60% in size
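Reporter derepression read as number of fluorescent GFP-positive objects, 20-120 um in size, counted by laser-scanning cytometer. Mouse LDR line with an epigenetically silenced CMV-GFP locus; compound incubation 30 h, 37 C.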
HTT aggregate – qHTS Multiplex Assay to Identify Dual Action Probes in a Cell Model of Huntington: Aggregate Formation (GFP) | Potency, µM (doses to about 46.1 µM), inactives show top-dose activity change, negative = inhibition, most hits filed as inhibitors | PC12 HttQ103-GFP aggregates, Acumen cytometry, 40 h | 220,000 tested, 1.1% active | AID 1688, 2009; note: potency is the fitted concentration of half-maximal effect; % is set by controls: 0 for no effect and ±100 for the full control effect; nearly all actives have a fitted effect of over 60% in size
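Multiplexed with ATP-based cell death, this channel scores GFP aggregates in PC12 cells expressing inducible HTTex1-Q103-GFP. Induction used 100 nM tebufenozide; compounds were tested in concentration series.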
L3MBTL1 block – qHTS Assay for the Inhibitors of L3MBTL1; Lethal(3)malignant brain tumor-like protein 1 (Homo sapiens), Q9Y468; AlphaScreen L3MBTL1–H3K9me1 peptide binding; Potency, µM (titrated, usually from 57.1 µM), inactives show at the top dose activity, negative = inhibition, actives largely listed as inhibitors; 230,000 tested, 0.66% active; AID 485360, 2010; note: potency is the fitted concentration of half-maximal effect; % is set by controls: 0 for no effect and ±100 for the full control effect; nearly all actives have a fitted effect of over 60% in size
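L3MBTL1 (50 nM) pre-complexed 30 min with biotinylated H3(1-15)K9me1 peptide (75 nM), then compounds added for 30 min at room temperature; AlphaScreen streptavidin donor/nickel chelate acceptor beads (10 ug/mL final) read after 30 min dark incubation.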
NPSR antag – qHTS Assay for Antagonists of the Neuropeptide S Receptor: cAMP Signal Transduction. 220,000 tested, 1% active. Potency, µM (highest dose often 38.3 µM), for the others: top-dose activity change, negative = inhibition, most hits filed as inhibitors. CHO-NPSR cells, cAMP TR-FRET, antagonist mode. Q6W5P4; note: potency is the fitted concentration of half-maximal effect; % is set by controls: 0 for no effect and ±100 for the full control effect; nearly all actives have a fitted effect of over 50% in size; many of its hits are not listed in these tables
Target sequence (Q6W5P4 whole entry, looked up): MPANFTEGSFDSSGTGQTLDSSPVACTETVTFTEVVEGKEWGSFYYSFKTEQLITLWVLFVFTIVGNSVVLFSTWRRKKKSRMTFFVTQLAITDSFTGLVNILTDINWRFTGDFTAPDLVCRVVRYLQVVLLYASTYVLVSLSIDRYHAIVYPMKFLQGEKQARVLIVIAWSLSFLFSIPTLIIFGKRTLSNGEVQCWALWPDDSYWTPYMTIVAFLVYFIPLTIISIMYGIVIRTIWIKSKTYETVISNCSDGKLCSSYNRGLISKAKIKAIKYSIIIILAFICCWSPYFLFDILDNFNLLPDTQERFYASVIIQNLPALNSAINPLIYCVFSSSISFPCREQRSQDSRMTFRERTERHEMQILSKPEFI
Starred values were filed as active, the others as inactive; ? = inconclusive; . = not tested or not shown; & = joins results of further samples; [ ] = another dose, or the depositor's remark. Calls come from the whole dose curve; as a rule, active = well fitted curve in the direction sought with a large enough effect; inconclusive = small, poorly fitted or top-dose-only effect, or another doubt; inactive = no such curve, though single readings can be large; an effect the other way counts as inactive or inconclusive. The list is partial, so the mix of outcomes need not match the whole.

SMILES	Luc counter	CBFb RUNX1 block	IMPase Li cell	Epigenetic derep	HTT aggregate	L3MBTL1 block	NPSR antag
COC1CCCCC1NCCc1ccccc1 (centres undefined)	-2.5%	7.0%	13.7%	-1.1%	18.7%[9.22 µM]	-6.2%	16.8%
CC(C)CCn1c(N)c(C(=O)OCC2CCCO2)c2nc3ccccc3nc21 (centres undefined)	-4.0%	14.9%	8.6%[38.3 µM]	0.0%	-8.9%	18.2%	?
CCCCNC(=S)N1CCn2cccc2C1c1cccnc1 (centres undefined)	4.5%	3.6%	?	-1.3%	-22.9%	7.7%	-14.8%
CN1CN=C(N[N+](=O)[O-])N(Cc2ccco2)C1	-1.2%	2.0%	-1.0%	-0.9%	-14.5%	3.7%	9.9%
CC[N+](CC)(CCNC(=O)C(=O)NCC[N+](CC)(CC)Cc1ccccc1Cl)Cc1ccccc1Cl	3.3%	0.3%	28.5%&35.3%	0.8%&-0.4%	-8.3%	.	.
Cc1ccc(C(=O)C2C(=O)c3ccccc3C2=O)cc1	-1.6%	-2.9%	15.0%[38.3 µM]	?	-4.4%	-5.1%	-8.3%[46.1 µM]
CCC(=O)c1cn(Cc2ccc(C#N)cc2)c2ccccc12	-4.1%	3.4%	29.2%[38.3 µM]	6.2%	11.9%	.	-26.8%[46.1 µM]
COc1ccc(CCNC(C)CCc2ccc(OC)cc2)cc1 (centres undefined)	-2.1%	-6.1%	30.1%[activator][38.3 µM]	7.3%	?	.	1.1%[46.1 µM]
CCN(CC)P(=O)(Oc1cccc(C)c1)N(CC)CC	-3.9%	4.3%	6.6%[38.3 µM]	-0.7%	13.3%	4.0%	-6.0%[46.1 µM]
O=C(c1ccc(Cl)cc1)C1CCCN(Cc2cccc3cnccc23)C1 (centres undefined)	.	-6.7%	.	-1.7%	20µM*	-20.6%	36.9%
CCCCCCCCCCCCCCCCOC[C@H](COP(=O)([O-])OCC[N+](C)(C)C)OC(C)=O	-2.0%	-3.8%&-2.8%	0.4%&17.9%	0.8%&1.1%	.	.	.
CCOP(=O)(C#Cc1ccccc1)C(O)c1ccc(Br)cc1 (centres undefined)	.	3.6%	.	0.1%	-16.6%[9.22 µM]	.	-23.8%

Reprinted from the part before: 3 compounds, then new ones.
SMILES	Luc counter	CBFb RUNX1 block	IMPase Li cell	Epigenetic derep	HTT aggregate	L3MBTL1 block	NPSR antag
O=C(c1ccc(Cl)cc1)C1CCCN(Cc2cccc3cnccc23)C1 (centres undefined)	.	-6.7%	.	-1.7%	20µM*	-20.6%	36.9%
CCCCCCCCCCCCCCCCOC[C@H](COP(=O)([O-])OCC[N+](C)(C)C)OC(C)=O	-2.0%	-3.8%&-2.8%	0.4%&17.9%	0.8%&1.1%	.	.	.
CCOP(=O)(C#Cc1ccccc1)C(O)c1ccc(Br)cc1 (centres undefined)	.	3.6%	.	0.1%	-16.6%[9.22 µM]	.	-23.8%
Cc1ccc(S(=O)(=O)N2CCCC2c2cccnc2)cc1 (centres undefined)	.	3.5%	.	-1.3%	8.2%[9.22 µM]	-2.8%	0.4%
CCCCC[C@@H](/C=C/C=C\CCCCCCCC(=O)O)OO	-4.1%	28.9%&1.7%	-8.4%&-3.2%	0.0%&0.0%	.	.	.
CCCCCCOc1ccc(CN2CCN(CCO)CC2)cc1	-3.2%	4.4%	17.3%[38.3 µM]	-0.9%	0.4%	.	12.3%[46.1 µM]
N#CCCn1cc(C(=O)NCc2ccccc2)c(-c2ccccc2)n1	0.4%	3.2%	0.3%	1.1%[10.1 µM]	8.1%[9.22 µM]	-4.5%	9.4%
CN1CCc2nc(SCC(=O)OC(C)(C)C)c(C#N)cc2C1	-1.7%	3.0%	?	-2.4%	-7.0%	-4.0%	-18.0%[7.67 µM]
CCOP(=O)(OCC)C(NC(=O)c1ccc(C)cc1)=C(Cl)Cl	0.4%	1.0%	-1.1%	-1.1%	1.3%	5.9%	13.9%
Fc1ccc(NC2=NCCS2)cc1Cl	-2.2%	5.9%	23.9%[38.3 µM]	0.0%	3.8%	6.1%	-5.0%[46.1 µM]
Cc1ccccc1-n1c(O)c(/C=N/NC(=O)c2ccncc2)c(=O)[nH]c1=O	.	?	.	0.1%	-3.2%[9.22 µM]	-7.4%	3.4%
O=C(CN1CC=C(c2ccccc2)CC1)NC(=O)NCc1ccco1	0.8%	-14.1%	3.9%[38.3 µM]	-4.3%	-3.9%	-9.7%	-3.8%[46.1 µM]
c1ccc2c(CN3CCN(C4CCCCC4)CC3)c[nH]c2c1	-0.6%	-11.8%	14.5%[38.3 µM]	0.7%	-29.7%	-3.6%	12.8%[46.1 µM]
Nc1c([N+](=O)[O-])cc(F)c(N2CCNCC2)c1Br	-8.2%	1.3%	-4.8%	?	-7.6%	-14.4%	-6.2%
COc1cc(N2CCOCC2)ccc1C=C1C(=O)NC(=O)NC1=O	-4.3%	-6.3%	-1.2%	1.1%	-4.1%	25.5%	13.7%
CC(Cc1ccccc1)NCC(=O)Nc1cc(N(C)C)nc2ccccc12 (centres undefined)	.	11.8%	.	-5.4%	-30.5%[9.22 µM]	.	-13.9%
Cc1sc2ncn(CC(=O)NCC(=O)N3CCC4(CC3)OCCO4)c(=O)c2c1C	1.4%	1.4%	17.3%[38.3 µM]	0.0%	11.5%	-3.5%	-7.2%[46.1 µM]
O=Cc1c(C(=O)O)n(Cc2ccccc2Cl)c2ccccc12	0.7%	2.5%	0.3%	-2.5%	-14.2%	.	-19.6%
O=C(C(=O)N1CCOCC1)c1cn(Cc2ccccc2Cl)c2ccccc12	1.1%	3.9%	17.3%	-0.4%	5.4%	-11.3%	5.4%
CC(=O)N1N=C2C3CCN(CC3)C2C1c1ccc(C)cc1 (centres undefined)	-0.9%	2.4%	-1.8%	1.1%	6.1%	-0.6%	-41.0%
CCCC1(CCC)C(=O)NC(=Nc2ccccc2)NC1=O	22.0%	0.8%	14.9%[38.3 µM]	0.1%	-13.4%	.	-7.5%[46.1 µM]
O=c1cccc2n1CC1CC2CN(CCO)C1 (centres undefined)	-0.8%	13.5%[21.7 µM]	6.3%	-2.6%	.	.	.
CCCNC(=O)N1C2CCC1CC(O)(c1cccnc1)C2 (centres undefined)	0.5%	5.2%	-2.1%[38.3 µM]	-1.8%	-6.8%	.	-13.8%[46.1 µM]
CCC(C)NC(=O)CN1C(=O)CN=C(c2ccccc2)c2ccccc21 (centres undefined)	11.5%	2.1%	-0.3%	-6.2%	15.1%	.	1.1%
CCOc1ccc(-n2c(O)c(N=Nc3c(C)n(C)n(-c4ccccc4)c3=O)c(=O)[nH]c2=O)cc1	.	-20.2%	.	-5.1%	20.6%[9.22 µM]	25.1µM*	4.6%
CCCN(CCC)CCc1ccc(O)c(O)c1	-2.2%	1.0%&10.8%	33.7%&0.0%[activator]	-1.2%&7.4%	.	.	2.1%[46.1 µM]
Cc1ccc(C2(O)CC(C)N(C)CC2C)cc1 (centres undefined)	1.3%	5.7%	0.3%[38.3 µM]	-1.8%	7.5%	8.5%	10.4%[46.1 µM]
O=C(C(=O)N1CCOCC1)c1cn(CCCOc2ccccc2)c2ccccc12	-3.6%	-2.5%	20.0%	0.0%[10.1 µM]	-7.3%[9.22 µM]	-6.9%	-6.5%
CCn1c(O)c(C=Nc2ccc(N3CCOCC3)cc2)c(=O)n(CC)c1=S	0.4%	8.6%	22.1%[38.3 µM]	1.9%	-17.6%	11.4%	-20.1%[46.1 µM]
CC1=[N+]([O-])C2(N)CCc3nonc3C2(O)C1 (centres undefined)	-0.1%	-0.5%	6.9%[38.3 µM]	-10.5%	7.9%	-0.4%	?
CCOC(=O)CC(SP(=S)(OC)OC)C(=O)OCC (centres undefined)	.	-9.6%[21.7 µM]	17.5%	.	2.0%	.	.
Cc1ccccc1N	.	6.8%&18.2%[21.7 µM]	-3.9%&8.7%	.	.	5.3%	.
CCC(=NC1CC1)c1c(O)n(-c2ccc(OC)cc2)c(=O)[nH]c1=O	0.4%	2.6%	32.3%[activator][38.3 µM]	0.0%	5.9%	.	-8.0%[46.1 µM]
O=c1[nH]c(=O)n(-c2cccc3ccccc23)c(O)c1/C=N/N1CCCCC1c1cccnc1 (centres undefined)	1.6%	1.7%	4.6%	0.0%	7.0%	-2.3%	-10.4%[46.1 µM]
COc1ccc(N2C(=O)/C(=C/c3cccs3)C(=O)NC2=S)cc1	.	4.4%	.	?	-0.9%[9.22 µM]	.	?
C=CCN=C=S	.	28.1%[21.7 µM]	10.5%	.	6.2%	.	.
COc1ccc2c3c1O[C@H]1C(=O)CC[C@H]4[C@@H](C2)N(C)CC[C@]314	1.9%[39.9 µM]	-2.9%	6.2%	0.3%	-0.8%	1.5%	.
O=C(Nc1ccccc1)c1cc([N+](=O)[O-])ccc1N1CCNCC1	-4.3%	3.4%	3.5%	-0.2%	0.3%[9.22 µM]	2.4%	0.7%
O=c1[nH]c(O)c(N=Nc2cc([N+](=O)[O-])ccc2O)c(=O)[nH]1	-26.7%	?	14.9%	1.9%	15.6%[9.22 µM]	-18.7%	42.5%
CCCCn1c(O)c(C(CC)=NCCCn2ccnc2)c(=O)[nH]c1=O	.	0.4%	.	-1.0%	20.9%[9.22 µM]	-1.0%	-2.2%
CCCNC(=O)N1CCC2(CC1)OCCO2	0.8%	4.0%	5.4%	-1.5%	5.7%	-0.4%	2.3%
CCCCn1c(N)c(C(=O)OCCOC)c2nc3ccccc3nc21	.	12.4%	.	1.0%	-3.9%[9.22 µM]	.	-22.1%
Cc1c2cnn(CC(=O)N3CCC4(CC3)OCCO4)c(=O)c2c(C)n1Cc1ccc(F)cc1	-1.9%	-6.3%	-0.6%[38.3 µM]	0.0%	-11.4%	-3.0%	0.1%[46.1 µM]
Cc1cc(N2C(=O)C3CCCN3C2c2sccc2C)no1 (centres undefined)	.	-1.8%	.	9.3%	?	6.0%	-7.7%[46.1 µM]
CCN(CC)c1ccccc1	.	3.0%[21.7 µM]	-1.4%	.	.	-2.6%	.
CN1CCN(c2c(F)cc([N+](=O)[O-])c(N)c2Br)CC1	1.1%	-7.8%	13.1%	-0.9%	-24.5%	.	-3.8%
